HTT ATP protect – qHTS Multiplex Assay to Identify Dual Action Probes in a Cell Model of Huntington: Cytoprotection (ATP). PC12 HTT-Q103 induced, cytoprotection, ATP luminescence, 40 h. Potency, µM (highest dose often 56.4 µM), for inactives: cytoprotection (ATP increase), usual class: activators. 230,000 compounds, 0.14% hits;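 further: potency means the concentration at half of the fitted maximal effect; % of control where 0% means no effect; nearly all actives have a fitted effect of over 45% in size; toxic huntingtin expression switched on by the ecdysone agonist tebufenozide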
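PC12 cells stably carrying ecdysone-inducible Htt exon 1 (Q103)–GFP were induced with 100 nM tebufenozide (final) alongside library compounds in a dose series. Cytoprotection was scored as retained ATP by ATPlite luminescence.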
GAA glycogen mod – qHTS Assay for Inhibitors and Activators of Human alpha-Glucosidase Cleavage of Glycogen; Lysosomal alpha-glucosidase (Homo sapiens), P10253; recombinant GAA, glycogen substrate, Amplex Red glucose oxidase fluorescence; Potency, µM (series often up to 76.4 µM), without a hit: at the top dose activity change, negative = inhibition, most hits filed as inhibitors; 300,000 compounds, 0.38% hits; AID 2100, 2009;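 further: potency means the concentration at half of the fitted maximal effect; 0% = full enzyme reaction and -100% = no-enzyme basal signal; the screen sought inhibitors and activators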
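Recombinant human alpha-glucosidase (4 nM final) hydrolysed bovine liver glycogen (30 ug) for 40 min at 37 C in pH 5.0 citrate/phosphate with 0.01% Tween-20. Released glucose detected by glucose oxidase/Amplex Red, Ex 573/Em 610 nm. Compounds up to 77 uM; AC50 from Hill fits.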
HTT aggregate – qHTS Multiplex Assay to Identify Dual Action Probes in a Cell Model of Huntington: Aggregate Formation (GFP); PC12 HttQ103-GFP aggregates, Acumen cytometry, 40 h; Potency, µM (top dose mostly 46.1 µM), for inactives: at the top dose activity change, negative = inhibition, usual class: inhibitors; 220,000 compounds, 1.1% hits; further: potency means the concentration at half of the fitted maximal effect; on the % scale 0 is the no-effect control and ±100 the full control effect; nearly all actives have a fitted effect of over 60% in size
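PC12 cells stably carrying ecdysone-inducible HTT exon 1 Q103–GFP were induced with tebufenozide (100 nM final) and treated with library compounds in titration. GFP aggregates in lysates were counted by laser scanning cytometry.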
aGlu spleen mod – qHTS Assay for Inhibitors and Activators of Human alpha-Glucosidase From Spleen Homogenate. Lysosomal alpha-glucosidase (Homo sapiens), P10253. human spleen homogenate, 4-MU-alpha-glucoside fluorescence. Potency, µM (highest dose often 79.9 µM), for inactives: at the highest dose activity change, negative = inhibition, hits mostly inhibitors. 240,000 compounds, 0.006% hits;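 further: potency means the concentration at half of the fitted maximal effect; 0% = enzyme with vehicle and -100% = no enzyme basal signal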
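Compounds were titrated against alpha-glucosidase in spleen homogenate at pH 5.0, with 1 mM 4-methylumbelliferyl substrate for 40 min at 37 C. Reactions were quenched with pH 10 NaOH/glycine and fluorescence measured.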
CBFb RUNX1 block – qHTS Assay for Compounds Blocking the Interaction Between CBF-beta and RUNX1 for the Treatment of Acute Myeloid Leukemia. AlphaScreen CBFb-His/RUNX1-biotin binding, biochemical. Potency, µM (series often up to 59.8 µM), without a hit: at the highest dose activity, negative = inhibition, actives largely listed as inhibitors. 230,000 tested, under 10 active. Runt-related transcription factor 1 (Homo sapiens) + Core-binding factor subunit beta …; further: % of control where 0% means no effect
Target sequence (Q01196 whole entry, looked up): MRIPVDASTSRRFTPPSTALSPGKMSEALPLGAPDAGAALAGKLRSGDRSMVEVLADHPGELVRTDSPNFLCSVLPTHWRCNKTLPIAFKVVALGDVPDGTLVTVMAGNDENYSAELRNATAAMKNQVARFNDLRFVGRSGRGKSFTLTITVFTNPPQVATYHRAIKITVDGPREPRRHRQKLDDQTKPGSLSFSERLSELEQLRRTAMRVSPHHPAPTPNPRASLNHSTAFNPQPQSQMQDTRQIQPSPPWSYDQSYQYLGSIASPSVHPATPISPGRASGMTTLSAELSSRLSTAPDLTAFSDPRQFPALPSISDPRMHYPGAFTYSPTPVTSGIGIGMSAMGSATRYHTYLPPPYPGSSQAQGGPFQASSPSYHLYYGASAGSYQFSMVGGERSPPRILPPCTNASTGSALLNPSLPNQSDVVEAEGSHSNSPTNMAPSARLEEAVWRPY
Target sequence (Q13951 whole entry, looked up): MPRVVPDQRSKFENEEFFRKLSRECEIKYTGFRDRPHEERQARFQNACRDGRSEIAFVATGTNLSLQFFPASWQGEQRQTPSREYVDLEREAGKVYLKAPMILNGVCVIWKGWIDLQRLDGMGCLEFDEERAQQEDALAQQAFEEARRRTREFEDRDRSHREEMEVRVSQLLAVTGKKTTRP
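Compounds were screened at multiple concentrations against a preformed CBF-beta(His)/RUNX1(biotin) complex (30 nM of each) for 15 min at room temperature, followed by 90 min with nickel and streptavidin beads and AlphaScreen reading.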
GAA inhib – qHTS Assay for Inhibitors of Human alpha-Glucosidase as a Potential Chaperone Treatment of Pompe Disease | Lysosomal alpha-glucosidase (Homo sapiens), P10253 | purified human GAA, 4-MU-alpha-glucoside fluorescence | Potency, µM (titrated, usually from 76.9 µM), without a hit: at the highest dose activity change, negative = inhibition, most hits filed as inhibitors | 200,000 compounds, 0.005% hits;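 further: potency means the concentration at half of the fitted maximal effect; plate controls were uninhibited enzyme wells for no effect and no-enzyme background for full effect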
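Endpoint fluorogenic read: 20 min room-temperature reaction of 4 nM human alpha-glucosidase with 400 uM 4-methylumbelliferyl-alpha-D-pyranoside, pH 5.0, quenched with 1M NaOH/1M glycine pH 10. AC50 from Hill modeling.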
Lamin A splicing – qHTS Assay for Modulators of Lamin A Splicing. AID 1487, 2009. Potency, µM (doses to about 46.1 µM), for inactives: top-dose ratio change, negative = inhibition, usual class: inhibitors. 200,000 compounds, 0.01% hits. HeLa LMNA splicing GFP/RFP minigene ratio, 48 h; active means well fitted inhibition curve with a large enough effect in the signal ratio, with a control signal flat, not every such curve was filed as active; inconclusive means small, poorly fitted or top-dose-only effect, or effect the other way, or a change in a side signal; the % refers to the signal ratio; further: potency means the concentration at half of the fitted maximal effect; on the % scale 0 is the no-effect control and ±100 the full control effect
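Read-out is the ratio of GFP to DsRed2 object intensity, acquired by 488 nm laser-scanning cytometry on HeLa lamin A-EGFP minigene reporter cells. Compound incubation 48 hrs at 37 °C in Opti-MEM with 2% FBS; DMSO 0.5% final.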
Numbers without * were called inactive; ? = inconclusive; · = no result given; & = joins results of further samples; [ ] = dose if it differs, or a comment. Unless noted, the call rests on the fitted dose curve; in most records, active means well fitted curve in the direction sought with a large enough effect; inconclusive means small, poorly fitted or top-dose-only effect, or another doubt; inactive means no such curve, though single readings can be large; an effect the other way counts as inactive or inconclusive.

Structure,HTT ATP protect,GAA glycogen mod,HTT aggregate,aGlu spleen mod,CBFb RUNX1 block,GAA inhib,Lamin A splicing
Cn1c(CNC(=O)c2cccs2)nnc1SCC(=O)Nc1ccc(Cl)cc1,-12%[10 µM],-9%,27%,-2%,0%,0%,2%
COc1ccc(-n2cc(CN(C)C3CCOCC3)c(-c3cccc(F)c3)n2)cc1,-21%[10 µM],10%,-10%,-17%,8%,-17%,·
CC1CCCN(C(=O)c2ccncc2)C1 (centres undefined),-5%,0%,5%,-13%,-1%,1%,-5%
COC(C[C@H]1O[C@H]1[C@@H](O)COCc1ccccc1)OC,23%[10 µM],-1%,-2%[9.22 µM],0%,13%,·,·
COc1cc(NC(=O)c2ccccc2)c(OC)cc1NC(=O)CN1CCN(c2ccccn2)CC1,-48%[inhibitor],-2%,-1%,-9%,-26%,-11%,0%
CN(C)S(=O)(=O)c1cccc(NC(=O)/C=C/c2ccccc2[N+](=O)[O-])c1,-35%[inhibitor],1%,12%,-7%,7%,-19%,·
Nc1nc(NCC2CCCO2)nc(Nc2ccc(F)cc2)c1[N+](=O)[O-] (centres undefined),·,6%,8%,-11%,-5%,-6%,4%
Cc1csc2ncc(C(=O)Nc3ccon3)c(=O)n12,35%[10 µM],5%,-14%,6%,-2%,?,-7%
COc1cc(/C=N/NC(=O)c2cccnc2)ccc1OC(=O)c1ccc([N+](=O)[O-])cc1,-45%[inhibitor],2%,-9%,2%,-7%,-3%,20%[46 µM]
Cc1ccc([N+](=O)[O-])cc1N,-17%&2%,10%,-9%,0%,-13%,-4%,·
C[C@H]1[C@H](C)CC[C@]2(C(=O)O)CC[C@]3(C)C(=CC[C@@H]4[C@@]5(C)C[C@@H](O)[C@H](O)C(C)(C)[C@@H]5CC[C@]43C)[C@H]12,·,11%,?,5%,16%,3%[15.4 µM],6%
COc1cccc(-n2nnc3c(=O)n(Cc4c(F)cccc4Cl)cnc32)c1,-9%[0.074 µM],2%,3.2µM*,1%,0%,-6%,5%

The list goes on:
Structure,HTT ATP protect,GAA glycogen mod,HTT aggregate,aGlu spleen mod,CBFb RUNX1 block,GAA inhib,Lamin A splicing
Brc1ccc(CSc2nccn2-c2ccccc2)cc1,21%,-4%,-21%,-6%,?,5%,-1%
Cn1c(NC(=O)c2cccs2)c(-c2cccs2)c(=O)c2ccccc21,2%,-11%,-11%,-4%,1%,-27%,-4%
COc1ccc(C(=O)NC(=S)SCC(=O)O)cc1,11%[10 µM],-4%,-22%[9.22 µM],-2%,-2%,·,·
CCOC(=O)c1c(C)[nH]c(C(=O)OCC(=O)NC2CCS(=O)(=O)C2)c1C (centres undefined),-41%[inhibitor],6%,15%,-1%,-1%,-3%,4%
CC(C)Oc1ccc(CNCC2(O)CCOC(C)(C)C2)cc1 (centres undefined),17%[10 µM],3%,6%,5%,-3%,-1%,-1%
CC1CCCCN1C(=O)Cc1ccc(Cl)cc1 (centres undefined),23%,3%,-15%,-2%,7%,0%,1%
O=Cc1ccc(N2CCCC2)c(F)c1,-3%,4%,3%[9.22 µM],2%,-8%,-1%,9%
Cc1ccccc1OCC(=O)Nc1cccc(C(=O)O)c1,-49%[inhibitor],-12%,14%,-23%,4%,0%,9%[46 µM]
COc1ccc(C(=O)Oc2ccc(=O)n(-c3ccccc3)n2)cc1,18%,0%,1%,-15%,5%,-1%,-1%
Nc1nc(NCc2ccco2)nn1-c1ccccc1,2%[0.074 µM],-17%,0%[9.22 µM],5%,5%,-2%,-6%
C/C(=N\NC(=S)Nc1ccc(C)c(C)c1)c1ccc(N2CCOCC2)cc1,14%[10 µM],?,11%,-7%,-4%,6%,?
Cc1cc(NCCO)nc(N2CCOCC2)n1,-24%,8%,-6%,-4%,6%,-1%,3%

Remaining list, next part:
Structure,HTT ATP protect,GAA glycogen mod,HTT aggregate,aGlu spleen mod,CBFb RUNX1 block,GAA inhib,Lamin A splicing
COCCNc1nc(C)cc(-c2cc(-c3ccc(Cl)cc3)on2)n1,-5%[10 µM],0%,8%[9.22 µM],0%,11%,·,·
N#CC1=C(S)N(c2ccccc2)C(c2ccc(-c3ccc(Cl)c(Cl)c3)o2)NC1=O (centres undefined),-9%[10 µM],-13%,9%[9.22 µM],-6%,2%,·,·
O=C(NNC(=O)c1ccccc1C(=O)O)c1ccc(-c2ccccc2)cc1,2%[10 µM],3%,-1%,-3%,2%,5%,11%[46 µM]
CCOC(=O)C(NCc1ccco1)(NC(=O)c1ccc(OC)cc1)C(F)(F)F (centres undefined),8%,6%,-14%,-15%,1%,9%,6%
O=C(CCN1CCN(Cc2ccccc2)CC1)Nc1ccc(OCc2ccccc2)cc1,17%[10 µM],2%,-23%,8%,-5%,-3%,?
CCCCS(=O)(=O)N1C2=NC(C(=O)OC)=C(C(=O)OC)[C@@H]3N(Cc4ccccc4)c4ccccc4[C@]23C[C@H]1C(=O)OC,22%[10 µM],·,·,4%[17.4 µM],-3%[13.1 µM],·,?
O=C(/C=C/c1ccccc1)N/C(=C/c1ccccc1)C(=O)Nc1ccccc1O,-13%,-26%,0%,6%,-6%,3%,-11%
CCOCCCNC(=O)C(c1ccc(C)cc1)N1CCOCC1 (centres undefined),-6%,7%,3%,-3%,1%,-3%[15.4 µM],0%
O=C(NC1CCOC1)c1ccc(OC2CCN(CCc3ccccc3)CC2)cc1 (centres undefined),9%[10 µM],-7%,3%[9.22 µM],3%,1%,0%,·
CC[C@H](C)C(=O)O[C@H]1CCC=C2C=C[C@H](C)[C@H](CC[C@@H]3C[C@@H](O)CC(=O)O3)[C@H]21,-14%[10 µM],1%&2%,?,-7%&-11%,4%&-2%,-2%[15.4 µM],-1%&8%[46 µM]
O=C(c1ccc(Cl)cc1)N1CCCC(C(=O)N2CCc3ccccc3C2)C1 (centres undefined),22%[10 µM],-1%,3%[9.22 µM],4%,7%,·,·
O=C(Cc1csc(Nc2nc(=S)[nH]c3ccccc23)n1)NCc1ccccc1Cl,-29%,4%,5%,1%,-5%,2%,25%

Next section:
Structure,HTT ATP protect,GAA glycogen mod,HTT aggregate,aGlu spleen mod,CBFb RUNX1 block,GAA inhib,Lamin A splicing
COc1cccc(C2CC(=O)N3CN(c4cccc(Cl)c4C)CSC3=C2C#N)c1OC (centres undefined),-4%,7%,22%,2%,-8%,?,1%
O=C(O)C1Cc2[nH]cnc2C(c2ccccc2O)N1 (centres undefined),-6%[10 µM],-17%,14%,1%,-22%,-5%,?
O=S(=O)(Nc1nc2ccccc2nc1Nc1ccc2c(c1)OCO2)c1ccc(F)cc1,26%[10 µM],10%,?,-5%,1%,-7%,1%
CSc1ncccc1C(=O)Nc1ccc(OC(F)(F)F)cc1,13%[10 µM],-18%,-21%,8%,3%,0%,-17%[46 µM]
Cc1ccc(N2C(=O)c3ccc(C(=O)N4CCN(c5ccc(C)c(C)c5)CC4)cc3C2=O)cc1,·,11%,?,0%,1%,0%,·
CN(CC(=O)NC(=O)NCc1ccccc1)Cc1cccc(Cl)c1Cl,·,-14%,11%,1%,4%,-6%,?
Cc1cc(=O)n2[nH]c(=O)c(N=Nc3ccccc3)c2[nH]1,-16%,-5%,-7%,-17%,-10%,-4%,11%
CCOC(=O)c1ccc(NC(=O)CCc2nc(-c3ccccc3)no2)cc1,-9%,-9%,-23%,0%,16%,-2%,?
CC(C)n1c(CCCO)nc2ccccc21,-8%,10%,-10%,-28%,4%,-7%,10%
CCCCOc1ccc(CNC(=S)N/N=C/c2ccc(OC)c(OC)c2)cc1,-12%,-20%,1%[9.22 µM],2%,-14%,?,?
Cc1ccc(-n2cc(-c3ccccc3)c3c(=O)[nH]cnc32)cc1,-26%[10 µM],-6%,?,-7%,-3%,-12%,?
COC(=O)c1sccc1NC(=O)/C=C/c1c(Cl)cccc1Cl,-23%,0%,12%,-2%,4%,-3%,-13%

The list goes on:
Structure,HTT ATP protect,GAA glycogen mod,HTT aggregate,aGlu spleen mod,CBFb RUNX1 block,GAA inhib,Lamin A splicing
O=c1[nH]c2ccccc2c2nc3ccccn3c12,-95%[inhibitor][0.074 µM],0%,14%,-2%,2%,-24%,-1%
Cc1ccc(-n2c(SCC(=O)NCCN3C(=O)CSC3=O)nnc2-c2cccc(C)c2)cc1,2%[10 µM],-7%,17%,4%,-6%,-2%,9%
CC/C(=N/O)c1cnnc(SC)n1,-5%[10 µM],2%,?,5%,-5%,-7%,8%
CCN(C(=O)COC(=O)c1ccc(OCc2c(C)noc2C)cc1)c1ccccc1,-9%,-4%,17%,-6%,1%,-10%,10%
CCOc1ccc(S(=O)(=O)Nc2ccc(S(=O)(=O)N3CCCCC3)cc2)cc1,-19%,-15%,6%,-10%,2%,-14%,-1%
CCn1c(=O)n(CC)c2cc(N)ccc21,19%[10 µM],?,17%[9.22 µM],2%,-25%,9%,?
Cc1cc(C)cc(N=Cc2c(O)c3ccccc3oc2=O)c1,-48%,7%,-7%,2%,-4%,1%,·
O=[N+]([O-])c1cc(/C=N\Nc2nccs2)ccc1O,-36%,17%,-20%,0%,·,-1%,-6%
CCOC(=O)C(CC)/C(C)=N\NC(=O)CCC(=O)Nc1ccc(Cl)cc1Cl (centres undefined),-18%,3%,18%,3%,2%,5%,·
O=C(NCc1cccnc1)c1cccc2c1C(=O)N(Cc1cccnc1)C2,-9%,0%,2%,0%,-12%,5%,9%
Cn1c(=O)c2c(nc(NCc3ccc4c(c3)OCO4)n2Cc2ccccc2F)n(C)c1=O,-56%[inhibitor],0%,?,4%,0%,4%,8%
CCC1CCCCN1CC(=O)Nc1cc(OC)c(OC)cc1C#N (centres undefined),?,25%,5%,4%,2%,-12%,-2%[46 µM]

Screens (PubChem)
